Screens (PubChem BioAssay)
Tau fibril FP: tau fibrillization inhibition (FP) | P10636 | K18 P301L tau heparin fibrillization, Alexa594 FP, 6 h | Potency, µM (titrated, usually from 57.7 µM), inactives show at the highest dose activity, negative = inhibition, most hits filed as inhibitors | actives 0.39% (n = 280,000) | AID 1468; also: nearly all actives have a fitted effect of over 55% in size
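Human K18 P301L fragment (15 uM unlabeled plus 0.24 uM Alexa 594-labeled) in 100 mM sodium acetate pH 7 with compound, aggregation induced by 20 uM heparin for 6 hr at 37 C. ThT (30 uM) added for 1 hr, then Alexa 594 FP read.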
RECQ1 helicase: blocks DNA unwinding by human RECQ1 | RECQ1 DNA unwinding, red fluorescence kinetic read | Potency, µM (highest dose often 57.3 µM), without a hit: at the top dose activity, negative = inhibition, hits mostly inhibitors | AID 2549 | P46063 | actives 0.54% (n = 240,000);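 also: plate controls were vehicle for no effect and no enzyme for full effect; nearly all actives have a fitted effect of over 30% in size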
Target sequence (P46063 whole entry, looked up): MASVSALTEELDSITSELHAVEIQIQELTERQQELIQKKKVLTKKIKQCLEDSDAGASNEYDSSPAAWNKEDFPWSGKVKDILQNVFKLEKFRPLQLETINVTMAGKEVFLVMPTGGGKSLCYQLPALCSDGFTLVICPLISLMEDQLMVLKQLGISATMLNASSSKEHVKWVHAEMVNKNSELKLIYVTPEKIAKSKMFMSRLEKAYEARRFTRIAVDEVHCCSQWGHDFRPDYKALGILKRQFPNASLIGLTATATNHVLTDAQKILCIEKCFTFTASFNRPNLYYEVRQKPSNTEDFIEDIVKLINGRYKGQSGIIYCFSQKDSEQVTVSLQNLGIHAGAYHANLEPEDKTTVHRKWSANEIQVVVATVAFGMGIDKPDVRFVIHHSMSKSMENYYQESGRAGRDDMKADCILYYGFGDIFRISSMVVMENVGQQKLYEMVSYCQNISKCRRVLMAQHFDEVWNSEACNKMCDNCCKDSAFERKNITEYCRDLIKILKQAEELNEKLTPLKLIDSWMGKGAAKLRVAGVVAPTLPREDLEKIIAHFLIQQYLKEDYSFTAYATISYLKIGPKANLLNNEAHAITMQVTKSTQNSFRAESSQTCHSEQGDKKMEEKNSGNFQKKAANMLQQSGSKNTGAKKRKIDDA
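50 nM RECQ1T1 preincubated 15 min with compound in Tris pH 8.0 buffer with MgCl2, DTT, Tween-20 and 2.5 ug/ml poly(dI-dC); started with 200 nM TAMRA/BHQ-2 forked duplex and 2 mM ATP. Unwinding read as fluorescence (525/598 nm), two reads 2 h apart.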
Tau fibril ThT: blocks human tau fibril formation measured by thioflavin T; P10636; recombinant tau K18 P301L (four-repeat tau fragment), heparin-induced fibrillization, ThT fluorescence; Potency, µM (top dose mostly 57.4 µM), for inactives: at the highest dose activity, negative = inhibition, hits mostly inhibitors; actives 2.1% (n = 270,000); AID 1460; also: nearly all actives have a fitted effect of over 55% in size
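In this qHTS, human K18 P301L tau is incubated with compound and heparin for 6 hr at 37 C, and Thioflavin T fluorescence then reports fibril load.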
L3MBTL1 block: L3MBTL1 (human) inhibition; actives 0.66% (n = 230,000); AlphaScreen L3MBTL1–H3K9me1 peptide binding; Potency, µM (titrated, usually from 57.1 µM), for inactives: at the highest dose activity, negative = inhibition, actives largely listed as inhibitors; Q9Y468; AID 485360; also: nearly all actives have a fitted effect of over 60% in size
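L3MBTL1 50 nM + b-AHA-H3(1-15)K9me1 75 nM, 30 min RT; compound added, 30 min RT; streptavidin donor/Ni-chelate acceptor beads 10 ug/mL each final, 30 min RT dark; AlphaScreen read.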
TexasRed fluor: Texas Red fluorescence interference in TRb-SRC2 counter-screen; Potency, µM (highest dose often 106 µM), inactives show at the highest dose fluorescence change, negative = quenching; actives 0.29% (n = 280,000); TRb/SRC2 Texas Red total fluorescence interference; active = well fitted curve in either direction with a large enough effect; inconclusive = small, poorly fitted or top-dose-only effect
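Human TRb ligand-binding domain at 0.6 uM with 20 nM Texas Red SRC2 peptide in Tris buffer containing 1 uM T3 and 5% DMSO, incubated with compound 5 h at ambient temperature. Total fluorescence (555/632 nm) calculated as parallel + 2 × perpendicular.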
TRb-SRC2 inh: disrupts binding of human TR beta to SRC2. actives 0.065% (n = 280,000). P10828. Potency, µM (top dose mostly 106 µM), inactives show at the highest dose activity change, negative = inhibition, hits mostly inhibitors. TRbeta-SRC2 peptide binding, fluorescence polarization; receptor liganded with 1 µM T3;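 also: plate controls were bound peptide for no effect and peptide without receptor for full effect; nearly all actives have a fitted effect of over 50% in size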
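Human TRb ligand-binding domain (0.6 uM) is mixed with 20 nM Texas Red SRC2 peptide and 1 uM T3; after compound addition and 5 hr at ambient temperature, polarization is measured and normalized to unbound and bound controls.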
KDM4E inh: JMJD2E (human) inhibition; B2RXH2; JMJD2E catalytic domain, FDH-coupled NADH fluorescence (FDH is formaldehyde dehydrogenase); Potency, µM (doses to about 57.1 µM), for inactives: at the top dose activity change, negative = inhibition, hits mostly inhibitors; actives 1.6% (n = 230,000); AID 2147; active = well fitted inhibition curve with a large enough effect, not every such curve was filed as active; inconclusive = small, poorly fitted or top-dose-only effect, or another doubt; inactive = no such curve, though single readings can be large or run the other way;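 also: 0% = wells with enzyme and -100% = buffer wells without enzyme; nearly all actives have a fitted effect of over 50% in size; many of its hits are not listed in these tables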
RGS12 GoLoco inh: inhibitors of human Gai1-RGS12 GoLoco interaction (red fluorophore). Gai1:RGS12 GoLoco peptide FP, rhodamine, 10 min. Potency, µM (titrated, usually from 61.6 µM), without a hit: at the top dose activity, negative = inhibition, hits mostly inhibitors. actives 0.44% (n = 230,000). AID 880; active = well fitted inhibition curve with a large enough effect, not every such curve was filed as active; inactive = no such curve, though single readings can be large or run the other way; also: nearly all actives have a fitted effect of over 30% in size; many of its hits are not listed in these tables
Target sequence (P63096 whole entry, looked up): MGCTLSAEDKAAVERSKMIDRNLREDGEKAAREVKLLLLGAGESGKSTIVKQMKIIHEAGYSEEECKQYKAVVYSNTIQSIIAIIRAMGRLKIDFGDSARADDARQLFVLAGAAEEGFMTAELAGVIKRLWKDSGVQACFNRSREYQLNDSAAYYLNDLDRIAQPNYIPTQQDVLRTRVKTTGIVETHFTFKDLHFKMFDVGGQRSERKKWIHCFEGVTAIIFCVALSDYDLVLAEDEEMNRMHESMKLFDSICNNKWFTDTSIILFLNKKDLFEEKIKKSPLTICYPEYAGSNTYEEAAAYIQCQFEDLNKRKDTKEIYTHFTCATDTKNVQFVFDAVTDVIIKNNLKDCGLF
Numbers without * were called inactive; i = inactive; ? = inconclusive; . = not tested or not shown; [ ] = dose if it differs, or a comment. Unless noted, calls follow the shape of the dose curve; as a rule, active = well fitted curve in the direction sought with a large enough effect; inconclusive = small, poorly fitted or top-dose-only effect, or another doubt; inactive = no such curve, though single readings can be large; an effect the other way counts as inactive or inconclusive. Unless noted, % is scaled to controls: 0 for no effect and ±100 for the full control effect; potency is read from the fitted curve at half-maximal effect. An excerpt; rates above refer to the full screens.

Compound,RGS12 GoLoco inh,RECQ1 helicase,Tau fibril FP,TRb-SRC2 inh,KDM4E inh,TexasRed fluor,Tau fibril ThT,L3MBTL1 block
O=C(NCc1ccc2c(c1)OCO2)c1ccc2c(c1)N(Cc1cccc(Cl)c1)C(=O)c1ccccc1S2,.,.,-15.4%,-4.8%,.,1.0%,-2.7%,.
O=C(O)CC1CCS(=O)(=O)C1 (stereo unspecified),-3.4%,-1.1%,7.2%,7.0%,3.9%,0.5%,4.2%,-1.4%
COc1ccc(C(=O)NCCc2ccc(F)cc2)cc1OC,13.0%,-9.8%,-5.7%,0.0%,-1.8%,-2.9%,-7.1%,-2.9%
Cc1noc(C)c1C(=O)N1CC(C)OC(C)C1 (stereo unspecified),7.3%,-5.7%,2.1%,3.1%,0.8%,1.1%,-2.8%,.
C=CCn1c(-c2ccc3ncccc3c2)n[nH]c1=S,15.9%,-3.3%,0.8%,-3.7%,4.6%,-0.2%,.,.
CCOc1ccc(C(=O)c2cc([N+](=O)[O-])ccc2N2CCOCC2)cc1,-4.0%,i,9.7%,5.2%,-3.2%,0.2%,-5.1%,-7.5%
CCC(C)(C)NC(=O)CN(Cc1cccs1)C(=O)CNS(=O)(=O)c1ccc(F)cc1,1.7%,?,-11.5%,-1.0%,1.5%,-1.3%,-9.7%,4.7%
CCc1ccc(NC(=O)c2ccc3c(O)c(S(=O)(=O)c4ccc(Cl)cc4)c(=O)[nH]c3c2)cc1,.,.,-2.4%,-4.3%,.,-3.0%,18.0%,.
COc1ccc2c(c1)C(=C(C#N)C#N)C(=O)N2CCc1ccccc1,2.1%,-5.8%,?,0.5%,?,-1.3%,28.2µM*,-11.1%
CN(C)S(=O)(=O)c1ccc2c(c1)nc(CCC(=O)Nc1ccc3c(c1)OCO3)n2C,19.1%,i,-5.1%,-8.1%,-3.4%,-2.0%,8.8%,-19.9%
COc1ccccc1S(=O)(=O)Cc1ccc(C(=O)NCC2CCCO2)o1 (stereo unspecified),-3.1%,-0.4%,-6.4%,-2.3%,-11.1%,-3.5%,-0.7%,.
CO/N=C/c1ccc(N2CCN(C(=O)c3ccc(F)cc3)CC2)c([N+](=O)[O-])c1,4.4%,-21.8%,4.9%,0.2%,4.3%,-8.4%,?,-8.0%
Nc1nc2n(n1)C(c1cccc(Br)c1)CC(c1ccc(F)cc1)N2 (stereo unspecified),-0.6%,4.7%,-4.0%,8.4%,4.1%,-1.7%,3.8%,1.1%
COc1cccc(CNc2ccc([N+](=O)[O-])cc2Cl)c1O,4.1%,i,-6.8%,4.3%,-1.7%,-1.8%,?,.
C=C(C)CNC(=S)N/N=C/c1ccc([N+](=O)[O-])cc1,-5.5%,3.5%,2.8%,-6.9%,-3.9%,-6.6%,-16.3%,.
CCOC(=O)N(C)OC(=O)Nc1ccc(Cl)c(Cl)c1,-1.6%,-0.1%,-10.7%,1.6%,-0.6%,0.7%,-2.5%,-5.4%
Cc1cc(NC(=O)c2c(Cl)cccc2Cl)no1,8.5%,i,5.7%,-7.0%,6.0%,-4.2%,16.5%,-2.2%
Cc1nc(NCc2ccccc2)c2nc(-c3ccccc3)n(CCCN(C)C)c2n1,-2.7%,i,4.3%,3.9%,?,1.9%,6.5%,.
O=C(COC(=O)c1ccccc1Nc1ccccc1)NCc1ccccc1,.,4.3%,-12.4%,5.1%,?,-11.1%,-11.9%,-5.3%
Cc1ccc(S(=O)(=O)Nc2cc(C(C(=O)OC(C)C)C(=O)C(F)(F)F)c(O)c3ccccc23)c(C)c1 (stereo unspecified),-9.1%,-2.7%,14.4%,4.1%,-8.3%,1.9%,?,-6.8%
O=C(NC1CCCC1)c1cccc(Cl)c1,3.1%,6.5%,8.7%,0.8%,10.6%,-1.2%,-0.7%,30.2%[activator]
CCOC(=O)c1c(-c2ccc(C)cc2)csc1NC1=NS(=O)(=O)c2ccccc21,156.3%[activator],-1.4%,6.2%,-3.8%,3.6%,-1.2%,5.5%,-1.8%
Cc1cc(=O)[nH]c(N/N=C/c2c(O)n(-c3ccccc3)c(=O)c3ccccc23)n1,36.3%[activator],?,-0.7%,-0.8%[53 µM],?,-2.5%[53 µM],?,-6.9%
CCCNCc1cc(OC)c(OCCC)cc1Cl,10.2%,i,-4.7%,-0.6%,0.0%,-5.3%,5.0%,-9.6%
Cc1ccc(-c2nc3ccccc3c(=O)n2CCN2CCOCC2)cc1,-0.3%,-5.4%,0.3%,-5.4%,4.5%,-4.9%,-13.1%,-10.3%
Cc1cc(C)c(OCCCCn2cnc3ccccc3c2=O)c(C)c1,-1.9%,-3.4%,-7.6%,-15.0%,-2.7%,0.9%,-15.4%,-1.1%
COc1ccc(/C=C/C(=O)O)cc1S(=O)(=O)Nc1ccc2c(c1)OCO2,4.8%,-2.3%,3.4%,1.3%,-3.2%,-3.8%,0.1%,-9.0%
CN1CCCCc2c1nc1ccccc1c2N (tested in a mixture with another compound),3.1%,11.8%,2.7%,-2.6%,?,-1.1%,-9.8%,-4.8%
CCOc1cc(CN2CCN(c3cccc(C(F)(F)F)c3)CC2)ccc1OC,-8.6%,-8.1%,2.5%,-13.6%,?,-1.5%,-17.4%,.
CCCCC(=O)Nc1ccccc1N1CCN(c2ccccc2)CC1,3.6%,-1.0%,7.0%,-6.8%,-1.2%,0.0%,-16.3%,.
Cc1nn(C)cc1/C=N/O,-5.2%,-0.4%,2.5%,-17.3%,7.1%,-3.7%,-0.5%,.
Cc1nn(C)cc1/C=N/NC(=O)c1ccc2c(c1)OCO2,9.2%,8.4%,?,2.5%,6.6%,-5.4%,-13.0%,0.6%
NC(=O)c1ncc(C(F)(F)F)cc1Oc1ccc(C(F)(F)F)cc1,-14.1%,i,3.4%,-22.1%,-14.7%,1.1%,-3.9%,.
CCOc1ccc(S(=O)(=O)NCc2ccc(Cl)cc2)c2cccnc12,9.2%,-19.9%,-10.4%,-5.6%,?,-4.2%,-19.5%,0.3%
COc1ccccc1CN(Cc1c(Cl)cccc1Cl)S(=O)(=O)c1ccc(Br)cc1,.,.,-4.2%,5.9%,.,0.6%,8.0%,.
Cc1ccc(C)c(CSc2nc(-c3ccccc3F)nc3c2Cc2c(CO)cnc(C)c2O3)c1,.,.,-2.8%,6.4%,.,-0.9%,-4.4%,.
Clc1ccc(C2=C3CCCCn4c(-c5ccccc5)c[n+](c43)C2)cc1,183.7%[activator],-8.0%,-9.1%,1.8%,?,0.8%,?,-27.3%
CCOP(=O)(OCC)c1nc(-c2cccc([N+](=O)[O-])c2)oc1N1CCCCC1,-0.4%,i,11.0%,-9.8%,-1.1%,-3.4%,-11.2%,.
CCCNC(=O)c1nc2ncc(Br)cn2n1,.,-8.7%,0.4%,-19.1%,-0.2%,-0.3%,-1.5%,1.1%
O=C(COC(=O)CC12CC3CC(CC(C3)C1)C2)Nc1cccnc1Cl,3.8%,-9.2%,8.1%,4.1%,-12.4%,-4.0%,-7.8%,-4.9%[11.4 µM]
Cc1ccc(C(=O)NC2CCN(CC(=O)NCc3cccs3)CC2)cc1,-6.5%,-8.5%,1.0%,-5.0%,4.4%,-4.5%,-6.4%,10.6%
CN1CCN(c2ccccc2/C=N/NC(=O)c2cccnc2)CC1,10.1%,-6.4%,-4.5%,-6.9%,-14.6%,-2.4%,-10.4%,-5.2%
COc1ccc(NC(=S)Nc2ccc(S(N)(=O)=O)cc2)c(OC)c1,4.3%,-2.8%,?,-6.9%,0.1%,-1.6%,-10.5%,0.5%
Cn1c(=O)c2c(nc(N3CCNCC3)n2Cc2cccc3ccccc23)n(C)c1=O,-10.7%,i,-5.6%,-7.2%,10.9%,-1.2%,-8.9%,2.4%
O=C(O)c1ccccc1OCCOc1ccccc1C(=O)O,4.7%,-6.5%,4.0%,5.1%,-0.3%,-1.5%,2.8%,2.4%[11.4 µM]
CCC(NC(=O)COc1ccc([N+](=O)[O-])cc1)c1ccccc1 (stereo unspecified),3.3%,i,3.4%,0.6%,7.1%,-2.4%,-4.5%,6.6%
COc1ccc(-c2noc(-c3ccc(C)cc3)n2)cc1,10.7%,-1.2%,-5.9%,-12.9%,-6.7%,-0.8%,?,.
O=C(O)CCN1Cc2ccccc2C1=O,-12.5%,i,-4.4%,-2.4%,?,0.3%,-6.7%,-5.8%
COc1ccc(NC(=O)CCN2CCN(S(=O)(=O)c3cc(Cl)ccc3OC)CC2)cc1,6.1%,-16.8%,8.0%,-4.5%,0.3%,1.6%,1.6%,-4.3%
COC(=O)Cc1cc(OC)c(OC)cc1S(=O)(=O)N(C)C,0.4%,-15.5%,-5.4%,-16.9%,5.3%,-0.5%,-1.5%,.
Cc1ccc(S(=O)(=O)c2cn(C)c3cc(N4CCCCC4)c(F)cc3c2=O)cc1,.,.,5.6%,7.3%,.,-14.5%,0.9%,.
O=C(OCc1ccccc1Cl)c1ccc(-c2nnn(Cc3ccccc3Cl)n2)cc1,.,.,?,-6.2%,.,-16.4%,-3.5%,.
O=C(c1ccc(N2C(=O)CCC2=O)cc1)N1CCN(c2ccccc2)CC1,8.3%,1.7%,-0.5%,3.9%,5.2%,-0.4%,-3.4%,.
COc1ccc(/C(C)=N/N2CCOCC2)c(O)c1,0.6%,-8.6%,-1.3%,4.9%,3.1%,-0.9%,-2.3%,5.2%
O=C(C1CCN(S(=O)(=O)c2ccc(Cl)cc2)CC1)N1CCOCC1,-2.1%,i,2.1%,-1.8%,1.1%,-2.0%,5.8%,.
O=C(OCC(=O)N1CCc2ccccc2C1)c1cccnc1Cl,3.9%,i,6.6%,-0.7%,-3.8%,-0.2%,-1.3%,0.3%
CCOC(=O)c1c(-c2ccc(-c3ccccc3)cc2)csc1NC(=O)C1C2CCC(O2)C1C(=O)O (stereo unspecified),0.3%,-12.5%,?,-11.5%,?,-2.2%,?,0.7%
